OX1R antag = blocks the human orexin 1 receptor. inhibition, % at 5 µM. O43613. 330,000 tested, 0.43% active. CHO/OX1R cells, Fluo-8 calcium fluorescence, orexin A;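 active means inhibition above its plate's threshold, mean inhibition of all tested compounds on the plate plus 3 SD, cut at about 37% in these data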;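 further: 0% = orexin A challenge wells and 100% = SB-334867-A antagonist wells; not every result past the cut was called active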
Target sequence (O43613 whole entry, looked up): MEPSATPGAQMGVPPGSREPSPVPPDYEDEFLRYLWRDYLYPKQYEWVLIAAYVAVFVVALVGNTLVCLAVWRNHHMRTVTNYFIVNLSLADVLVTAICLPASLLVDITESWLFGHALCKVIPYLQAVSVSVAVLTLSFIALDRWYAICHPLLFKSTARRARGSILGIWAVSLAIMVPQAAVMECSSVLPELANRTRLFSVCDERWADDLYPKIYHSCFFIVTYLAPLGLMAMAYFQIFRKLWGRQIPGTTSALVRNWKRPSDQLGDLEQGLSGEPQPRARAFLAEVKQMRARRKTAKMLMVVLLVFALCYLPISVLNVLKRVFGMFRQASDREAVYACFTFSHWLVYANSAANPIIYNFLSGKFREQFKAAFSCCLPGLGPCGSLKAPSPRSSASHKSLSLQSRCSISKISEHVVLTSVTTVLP
CHT PAM = human CHT allosteric activation | Q9GZV3 | CHT-expressing cells, membrane potential dye, choline EC20; hits give high values; LV-AA mutant CHT in HEK293 cells | B-score at 10 µM | 310,000 tested, 0.49% active;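 active means initial fluorescence not abnormally high and integrated response B-score, plate-corrected, over 3 SD above library mean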
Target sequence (Q9GZV3 whole entry, looked up): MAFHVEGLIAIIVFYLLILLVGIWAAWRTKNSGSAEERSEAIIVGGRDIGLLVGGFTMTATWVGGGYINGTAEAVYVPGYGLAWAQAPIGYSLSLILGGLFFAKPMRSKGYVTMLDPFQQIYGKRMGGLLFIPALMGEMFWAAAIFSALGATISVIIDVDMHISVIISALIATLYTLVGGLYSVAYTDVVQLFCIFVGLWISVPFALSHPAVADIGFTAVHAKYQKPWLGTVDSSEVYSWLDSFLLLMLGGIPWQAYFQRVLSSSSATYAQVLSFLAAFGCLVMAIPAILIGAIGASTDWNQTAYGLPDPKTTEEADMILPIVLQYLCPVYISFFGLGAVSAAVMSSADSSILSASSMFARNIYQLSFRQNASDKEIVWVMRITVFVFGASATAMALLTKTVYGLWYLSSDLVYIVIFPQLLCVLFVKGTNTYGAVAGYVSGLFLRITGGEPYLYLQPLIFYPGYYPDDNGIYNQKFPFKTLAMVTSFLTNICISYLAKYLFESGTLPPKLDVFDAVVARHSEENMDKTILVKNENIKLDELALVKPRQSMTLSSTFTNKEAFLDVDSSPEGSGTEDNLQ
An asterisk follows results filed as active; i = inactive; . = not tested or not shown.

SMILES | OX1R antag | CHT PAM
CSCC[C@H](NC(=O)N1CCn2c1nc1ccccc12)C(=O)N[C@@H](C(=O)O)c1ccccc1 | -8 | i
COc1ccc(NC(=O)CSCC(=O)Nc2ccc(S(=O)(=O)N3CCCC3)cc2)cc1 | -24 | i
CC(O)CNCc1ccc(Cl)cc1Cl (configuration not stated) | 12 | i
CC(=O)N1CCN(CC(=O)Nc2ccc3c(c2)CCC3)CC1 | -6 | i
CC1CCCN(S(=O)(=O)c2cccc(-c3cn4cccnc4n3)c2)C1 (configuration not stated) | -4 | i
O=C(CNC(=O)c1ccco1)NCc1ccc2c(c1)OCO2 | 8 | .
CC(C)C(NC(=O)c1ccc2c(c1)OCCO2)c1nc2ccccc2[nH]1 (configuration not stated) | -17 | i
COc1cc(CN2CCC(n3nccc3NC(=O)C3CCOC3)CC2)ccc1F (configuration not stated) | 2 | i
COC(=O)c1ccc(C(=O)OC)c(NC(=O)CN(C)Cc2ccccc2)c1 | -58 | i
Cc1ccc(NC(=O)Cn2nc(C)c3ccccc3c2=O)c(C)c1 | -7 | i
CCc1ccc(S(=O)(=O)Nc2cccc(-c3ccc4nnc(C)n4n3)c2)s1 | -34 | i
O=C(NCc1cccnc1)C1c2ccccc2C(=O)N1C1CCCCCC1 (configuration not stated) | -37 | i
COc1ccccc1C(=O)Nc1nnc(-c2ccccc2)s1 | -20 | i
C[C@]12c3[nH]c4cc(-c5ccco5)ccc4c3CCN1C(=O)[C@@H](CC(=O)NCC13CC4CC(CC(C4)C1)C3)C[C@@H]2C(=O)N1CCOCC1 | 16 | .
CC1(C)C2CCC1(CS(=O)(=O)N1CCCc3ccccc31)C(=O)C2 (configuration not stated) | -2 | i
CCCCOP(=O)(c1ccc(N(C)C)cc1)C(O)c1ccccc1F (configuration not stated) | -10 | i
Cc1cccc(NC(=O)Nc2cc(C)cc(C)n2)c1 | -9 | i
CC(C)[C@@H](N)C(=O)N/N=C/c1ccc2ncccc2c1 | -25 | i
COCCOC(=O)c1[nH]c2c(c1C)C(=O)CC(c1cc(OC)ccc1OC)C2 (configuration not stated) | -9 | i
O=C(c1cn(-c2ccccc2)nc1-c1ccncc1)N1CCCCC1 | -10 | i
CCN(CC)Cc1c(O)ccc2c(=O)c(-c3ccccc3OC)coc12 | -18 | i
Cc1ccc(NC(=O)c2ccccc2N(C)S(C)(=O)=O)cc1C | -5 | i
COc1ccc(/C=C(\NC(=O)c2ccc(OC)c(OC)c2)C(=O)N2CCN(C)CC2)cc1 | -5 | i
O=C(N/N=C/c1ccc([N+](=O)[O-])o1)c1sc2ccccc2c1Cl | -11 | i

Some of these compounds in order of length of the SMILES, smallest number first:
SMILES | OX1R antag | CHT PAM
O=C(c1cn(-c2ccccc2)nc1-c1ccncc1)N1CCCCC1 | -10 | i
COCCOC(=O)c1[nH]c2c(c1C)C(=O)CC(c1cc(OC)ccc1OC)C2 (configuration not stated) | -9 | i
C[C@]12c3[nH]c4cc(-c5ccco5)ccc4c3CCN1C(=O)[C@@H](CC(=O)NCC13CC4CC(CC(C4)C1)C3)C[C@@H]2C(=O)N1CCOCC1 | 16 | .

Next part
SMILES | OX1R antag | CHT PAM
COC(=O)c1cccc(NC(=O)c2cnoc2C)c1 | -8 | i
CCOc1ccccc1NC(=O)Cn1c(=O)oc2cc(Cl)ccc21 | -16 | i
Cc1ccc(-n2nc3ccc(NC(=O)c4cccc([N+](=O)[O-])c4C)cc3n2)cc1 | -4 | i
COCn1c(-c2ccc(OC)cc2)nc2ccccc21 | -16 | i
N#CC(c1ccccn1)(c1ncc(C(F)(F)F)cc1Cl)N1CCOCC1 (configuration not stated) | 6 | i
CCSc1nnc(CNc2ccc(F)cc2)n1CC1CCCO1 (configuration not stated) | -22 | i
O=C(CNC(c1ccccc1)c1ccccc1)Nc1ccccc1Br | -33 | i
NC(=O)CSc1nnc(-c2cc(-c3ccc(Cl)cc3)nc3ccccc23)o1 | -26 | i
CCc1nc2ccccc2n1Cc1ccc(OC)c(OC)c1 | -22 | i
CC(C)c1ccc(-c2c(C#N)c(N)nc3c2CCCCC3)cc1 | -20 | i
CCN1CCN(C(=S)Nc2cccc(Cl)c2)CC1 | 1 | i
O=C1C2C3C=CC(C4CC34)C2C(=O)N1c1nccs1 (configuration not stated) | 6 | i
CN(C)CCNc1ncnc2c1sc1nc(N3CCCC3)c3c(c12)CC(C)(C)OC3 | -20 | i
O=C(C[n+]1cc(-c2ccc(Cl)cc2)n2c1CCCCC2)c1ccccc1 | -4 | i
Cc1cccc(NC(=S)NNC(=O)CCn2nc(C)c([N+](=O)[O-])c2C)c1 | -10 | i
Cc1cc2c(cc1C)CSC(c1ccccc1O)SC2 | 21 | i
CCCCNc1c(-c2ccc(OC)c(SC(C)CC)c2)nc2ccc(C)cn12 (configuration not stated) | 87* | .
O=C(Nc1sc2c(c1C(=O)N1CCOCC1)CCCCC2)c1cccnc1 | -16 | i
COc1ccc(N2CCN(c3ncnc4nc[nH]c34)CC2)cc1 | -10 | i
Cc1ccc(-n2cc(CNC(C)c3cnn(C)c3C)c(-c3ccc(F)cc3)n2)cc1 (configuration not stated) | -34 | i
COc1cccc(NC(=S)N(CCN(C)C)C(C)c2ccncc2)c1 (configuration not stated) | -23 | i
Cc1cc(/C=C2\C(=N)N3N=C(CC(=O)N4CCOCC4)SC3=NC2=O)c(C)n1Cc1ccccc1 | -9 | i
O=C(COc1ccccc1Cl)NCc1nc(-c2ccccc2)no1 | -26 | i
O=C(O)c1ccc(-c2ccccc2C(F)(F)F)o1 | 9 | i
C[C@H](NC(=O)c1nc[nH]c1C(=O)NCCCCCN)C(=O)OCc1ccccc1 | -17 | i
COc1ccc(NC(=O)c2cnc(SC)nc2C)c(OC)c1 | -30 | i
O=C(CC1NCCNC1=O)Nc1ccc(Cl)c(Cl)c1 (configuration not stated) | -6 | i
O=C(O)CCCCCNS(=O)(=O)c1c(Cl)cccc1Cl | -10 | i
CCOC(=O)c1nn(-c2ccccc2C)c2nc(-c3ccc(C)cc3)c(C#N)c(=O)n12 | 1 | i
Cc1ncsc1CCSc1n[nH]c(=O)n1-c1ccccc1 | 5 | i
COC(=O)CC1(c2cccc3ccccc23)C(=O)c2ccccc2C1=O | 4 | i
COc1ccc(-c2csc3nc(-c4ccccc4F)oc(=O)c23)cc1 | -13 | i
O=C(Nc1cccc(F)c1)C1CCCN(S(=O)(=O)c2cnc[nH]2)C1 (configuration not stated) | -2 | i
CCCCN(C(=O)c1ccc(S(=O)(=O)N2CCOCC2)cc1)C1CCS(=O)(=O)C1 (configuration not stated) | -3 | i
C[C@@H](O)[C@@H]1NC(=O)c2cc([N+](=O)[O-])cc(I)c2NCC[C@@H](C(N)=O)NC(=O)CNC1=O | 8 | i
Cc1cccc(NS(=O)(=O)c2cccs2)n1 | -3 | i
O=C(Nc1ccc(NC(=O)C2CC2)cc1)c1ccco1 | -5 | i
O=C(CCS(=O)(=O)c1ccccc1)Nc1nc2cc3c(cc2s1)OCO3 | -12 | i
O=C(COc1ccccc1-c1ccccc1)NN=C1CCCC1 | -19 | i
O=C(CSc1nc2ccccc2c(=O)n1-c1ccc(F)cc1)NC1CC1 | -17 | .
COc1ccc(C2=NOC(Cn3nc(C(=O)NCc4ccccc4OC)cc3-c3ccccc3)C2)cc1 (configuration not stated) | -12 | i
CS(=O)(=O)c1sc(C#N)c2c1C(=O)CC(c1ccccc1)C2 (configuration not stated) | 92* | i
CC(=O)CSc1nnc2c3ccccc3nc(C(C)(C)C)n12 | -28 | i
COc1cc2c(cc1OC)C(c1ccc(-c3ccccc3Cl)o1)=NCC2 | -38 | 6.6*
CC(=O)NC1(C(F)(F)F)N=C(c2ccccc2)NC1=O (configuration not stated) | -6 | i
CC(C)c1ccc(-n2nc3ccc(N)cc3n2)cc1 | 8 | i
Cc1cccc(OCC(=O)NCCN2CCOCC2)c1 | -19 | i
O=C(N/N=C/c1ccco1)c1cc(C2CC2)[nH]n1 | 5 | i
Cc1ccccc1NC(=O)c1ccc(NC(=O)C2CCCO2)cc1 (configuration not stated) | -12 | i
Cc1ccc2nc(NC(=O)CN3CCOCC3)sc2c1 | -19 | i
COC(=O)c1ccc(N2CCOCC2)c(NC(=O)c2ccc(Br)o2)c1 | -3 | i
Cc1ccc(/C=C2\SC(=S)N(CCC(=O)NNC(=O)c3cccnc3)C2=O)cc1 | -7 | i
COc1ccc(-c2nc(-n3c(C)c(C(C)=O)c(C(C)=O)c3C)sc2C)cc1 | -3 | i
COc1cc(C(=O)NCc2nnc(SCC(=O)NCc3ccccc3)o2)cc(OC)c1OC | -14 | i
CCOc1ccc(CCNC(=O)COC(=O)C2CCN(S(=O)(=O)c3ccc(C)c(C)c3)CC2)cc1OCC | -27 | i
Cc1ccc(-n2c(C)cc(C(=O)OCC(=O)N(CC(C)C)C3CCS(=O)(=O)C3)c2C)cc1 (configuration not stated) | -36 | i
COc1ccccc1-c1c(C)oc2cc(OCC(=O)OCc3ccccc3)ccc2c1=O | 3 | i
COc1ccc2c(c1)OC(O)(C(F)F)CC2=O (configuration not stated) | -10 | i
O=C(NCCc1ccc(Cl)cc1)c1ccc(NC2=NC3CS(=O)(=O)CC3S2)cc1 (configuration not stated) | -6 | i
COC(=O)C1=C(C)N(C)C(=O)NC1c1cc(Cl)cc(Cl)c1OC (configuration not stated) | -19 | i

Carrying on:
SMILES | OX1R antag | CHT PAM
O=C(Nc1ccc2c(c1)OCO2)c1ccc(Cl)s1 | -3 | i
COc1ccc(CCN(C)c2ccc(C(N)=O)cc2[N+](=O)[O-])cc1OC | -10 | i
O=C(CCCN1C(=O)/C(=C/c2ccccc2Cl)SC1=S)NNC(=O)c1ccc(Cl)cc1 | -24 | i
COC(=O)c1cc(C(=O)OCC(=O)NC(=O)c2ccccc2)cc([N+](=O)[O-])c1 | -5 | i
CCn1c(CC(=O)Nc2ccc(C)cc2)nnc1SCC(=O)N1CCN(c2ccccc2)CC1 | -27 | i
CC(=O)N/C(=C\c1ccc(Cl)cc1)C(=O)O | 0 | i
O=C(Nc1ccccc1C(=O)Nc1ccccc1)c1ccco1 | -7 | i
Cc1cc(NS(=O)(=O)c2ccc(NC(=O)c3cc(-c4ccccc4Cl)nc4ccccc34)cc2)no1 | -18 | i
COc1ccc(NC(=O)COC(=O)C23CCC(=O)N2c2ccccc2S3)cc1 (configuration not stated) | -5 | i
CCN(CC(=O)Nc1c(F)cccc1F)C(=O)c1ccc(COc2ccccc2)cc1 | -20 | i
O=c1[nH]c2ccccc2cc1CN(c1ccccc1)S(=O)(=O)c1ccccc1 | -26 | i
O=C(CCS(=O)(=O)CCN1CCOCC1)NCNC(=O)CCS(=O)(=O)CCN1CCOCC1 | 12 | i

Record cards, from the list above.
Results for O=C(N/N=C/c1ccco1)c1cc(C2CC2)[nH]n1 : OX1R antag: 5; CHT PAM: i
Results for Cc1ccc2nc(NC(=O)CN3CCOCC3)sc2c1 : OX1R antag: -19; CHT PAM: i

Exported with values under each structure: entries from further up.
Results follow in this order: OX1R antag	CHT PAM
- COC(=O)c1cc(C(=O)OCC(=O)NC(=O)c2ccccc2)cc([N+](=O)[O-])c1
→ -5	i
- O=c1[nH]c2ccccc2cc1CN(c1ccccc1)S(=O)(=O)c1ccccc1
→ -26	i
- COc1ccc(CCN(C)c2ccc(C(N)=O)cc2[N+](=O)[O-])cc1OC
→ -10	i
- CC(=O)N/C(=C\c1ccc(Cl)cc1)C(=O)O
→ 0	i
- O=C(CCCN1C(=O)/C(=C/c2ccccc2Cl)SC1=S)NNC(=O)c1ccc(Cl)cc1
→ -24	i
- O=C(Nc1ccc2c(c1)OCO2)c1ccc(Cl)s1
→ -3	i

(further entries)
SMILES | OX1R antag | CHT PAM
CCN(CC)C(=O)Oc1ccccc1NC(C)=O | 4 | i
CCn1c(=S)[nH]c2cc(S(=O)(=O)N3CCCCC3)ccc21 | -6 | i
Cc1cc(C)n(C(=O)c2ccc(C)o2)n1 | -16 | i
O=C(Nc1cccc2cccnc12)c1cc(F)c(F)cc1Cl | -41 | i
Cc1cc(NC(=O)COC(=O)Cn2[nH]c(=O)c3ccccc3c2=O)c([N+](=O)[O-])cc1C | -25 | .
Cc1ccccc1-c1n[nH]c(=S)n1C | 16 | i
COCCCNC(=O)Cn1cnc2c(NCc3ccccc3)ncnc21 | -8 | .
COc1cccc(C2Nc3ccc4ccccc4c3C3=C2C(=O)CCC3)c1O (configuration not stated) | -12 | i
Cc1ccccc1NC(=O)NC1CCS(=O)(=O)C1 (configuration not stated) | 3 | i
COc1cc(OC)c(OC)cc1/C=C/C(=O)c1ccc(NS(=O)(=O)c2ccc(C)cc2)cc1 | 4 | i
CC(C)(C)c1cnnn1-c1ccc(-c2csc(N)n2)cc1 | -2 | i
CCC(/C=C1\Sc2ccc(OC)cc2N1CCO)=C\c1sc2ccc(OC)cc2[n+]1CCO | -12 | i
COC(=O)c1cc2ccsc2n1CC(=O)N1CCCc2ccccc21 | -20 | i
O=c1cc(CSc2nnnn2-c2ccccc2)nc(Nc2ccc(F)cc2)[nH]1 | 20 | i
c1ccc2c3c([nH]c2c1)CCNC3 | 5 | i
Cc1ccc(Sc2ccc(C(=O)N3CCOCC3)cc2[N+](=O)[O-])cc1 | -19 | i
C(=N\Nc1nc(-c2cccnc2)nc2ccccc12)/c1ccccc1 | -15 | i

Screens (PubChem)

Compounds were not picked by outcome; any-hit rate near 0.83%.
